Screening data (PubChem BioAssay)
Pol beta inh – inhibitors of human DNA polymerase beta | AID 485314 | Pol beta primer extension/strand displacement, fluorescence kinetic | P06746 | Potency, µM (series often up to 114 µM), inactives show top-dose activity change, negative = inhibition, most hits filed as inhibitors | 340,000 compounds, 1.3% hits; also: % is scaled to controls: 0 for no effect and ±100 for the full control effect
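Homogeneous kinetic assay of primer extension and strand displacement by 10 nM Pol beta, preincubated 15 min at room temperature with compound before 50 nM substrate (final) was added. Read at 0 and 10 min; four-parameter Hill fit.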
APE1 inh – APE1 (human) endonuclease inhibition. P27695. recombinant APE1, TAMRA/BHQ-2 abasic DNA cleavage fluorescence. Potency, µM (doses to about 65.8 µM), for inactives: at the top dose activity change, negative = inhibition, most hits filed as inhibitors. 350,000 compounds, 0.35% hits. AID 2517;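 also: plate controls were vehicle for no effect and reference inhibitor for full effect; nearly all actives have a fitted effect of over 55% in size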
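Incision of a quenched TAMRA/BHQ-2 THF abasic-site duplex (50 nM) by 0.75 nM APE1, after 15 min compound preincubation, measured as fluorescence increase over three 60 s reads. Values normalized to buffer, DMSO and NSC13755 control wells.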
BAZ2B block – inhibitors of human BAZ2B bromodomain. Q9UIF8. AlphaScreen BAZ2B-H3K14Ac peptide displacement. Potency, µM (highest dose often 114 µM), inactives show at the top dose activity change, negative = inhibition, most hits filed as inhibitors. 360,000 compounds, 4.4% hits. AID 504333; also: % is scaled to controls: 0 for no effect and ±100 for the full control effect; nearly all actives have a fitted effect of over 60% in size
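AlphaScreen displacement of biotin-H3(5-23)K14Ac peptide (50 nM final) from BAZ2B (50 nM final) in PBS pH 7.4, 0.01% Tween-20; complex preformed 30 min RT, then compounds (top 110 uM) 30 min RT, beads 20 min dark.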
Anesthetic bind – binds horse apoferritin like a general anesthetic | apoferritin/1-aminoanthracene competitive binding, fluorescence | 350,000 compounds, 0.074% hits | Potency, µM (doses to about 77.5 µM), for inactives: at the top dose activity change, negative = displacement, hits mostly inhibitors | AID 485281; also: % is scaled to controls: 0 for no effect and ±100 for the full control effect; nearly all actives have a fitted effect of over 20% in size
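Apoferritin-based anesthetic binding model; compound displacement of fluorescent 1-AMA measured as endpoint fluorescence after 10 minutes at room temperature, scaled to free-ligand and complex controls.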
G9a inh – G9a (human) methyltransferase inhibition. AID 504332. Potency, µM (highest dose often 102 µM), for the others: top-dose activity, negative = inhibition, usual class: inhibitors. Q96KQ7. 350,000 compounds, 8.8% hits. G9a H3K9 monomethylation, AlphaScreen, 2 h; also: % is scaled to controls: 0 for no effect and ±100 for the full control effect; nearly all actives have a fitted effect of over 75% in size
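Compounds were preincubated with 20 nM G9a for 15 min, after which biotinylated H3K9 peptide (500 nM) and SAM (20 uM) started a 2 h room-temperature reaction. Monomethylated product was quantified by antibody-based AlphaScreen chemiluminescence.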
Pol eta inh – inhibitors of human DNA polymerase eta; 390,000 compounds, 1.2% hits; AID 588591; Potency, µM (top dose mostly 114 µM), for inactives: at the highest dose activity change, negative = inhibition, most hits filed as inhibitors; recombinant Pol eta, fluorescent DNA replication assay; Q9Y253; also: % is scaled to controls: 0 for no effect and ±100 for the full control effect
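Fluorescent replication assay: 50 nM final substrate added after a 15 min room-temperature compound preincubation with 10 nM enzyme. Signal taken at 0 min and again at 10 min.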
Pol iota inh – blocks human DNA polymerase iota activity; Q9UNA4; Pol iota fluorescent replication assay, 10 min; Potency, µM (highest dose often 115 µM), without a hit: at the highest dose activity, negative = inhibition, most hits filed as inhibitors; 390,000 compounds, 1% hits; AID 588590
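Pol iota at 10 nM preincubated 15 min with compounds at room temperature; reaction started with fluorescent substrate, 50 nM final. Fluorescence read kinetically at 0 and 10 min; buffer-only wells as negative control.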
BLM inh – blocks DNA unwinding by human BLM helicase. recombinant BLM DNA unwinding, fluorescence dequenching. Potency, µM (series often up to 56.1 µM), for the others: at the highest dose activity change, negative = inhibition, usual class: inhibitors. 350,000 compounds, 0.2% hits. AID 2528;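 also: plate controls were vehicle for no effect and no enzyme for full effect; nearly all actives have a fitted effect of over 35% in size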
Pol kappa inh – DNA polymerase kappa (human) inhibition; Q9UBT6; purified Pol kappa, fluorescent DNA synthesis assay, 10 min; Potency, µM (titrated, usually from 107 µM), inactives show top-dose activity, negative = inhibition, usual class: inhibitors; 400,000 compounds, 0.53% hits; also: % is scaled to controls: 0 for no effect and ±100 for the full control effect
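10 nM Pol kappa was preincubated with compounds for 15 min at room temperature. Reaction started with 50 nM (final) substrate. Fluorescence read kinetically at 0 and 10 min.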
Starred values were filed as active, the others as inactive; ? = inconclusive; . = not tested or not shown; & = joins results of further samples; [ ] = another dose, or the depositor's remark. Calls follow the shape of the dose curve; as a rule, active = well fitted curve in the direction sought with a large enough effect; inconclusive = small, poorly fitted or top-dose-only effect, or another doubt; inactive = no such curve, though single readings can be large; an effect the other way counts as inactive or inconclusive. Potency is read from the fitted curve at half-maximal effect. Only part of the results is shown; the hit share may differ from the screen's.

SMILES	Pol beta inh	APE1 inh	BAZ2B block	Anesthetic bind	G9a inh	Pol eta inh	Pol iota inh	BLM inh	Pol kappa inh
COc1ccc(N/C=C(\C#N)S(=O)(=O)c2ccc(OC)cc2)cc1	50%	-12%	-2%	-3%	16%	-12%	99%[activator]	-6%	-4%
COc1ccc(-c2[nH]ncc2CN2CCN(c3ccccn3)CC2)c(OC)c1	8%	17%	-25%	-3%	.	-23%	-8%	-4%	0%
COc1ccc(-c2nc(Cn3c(SCc4ccccc4F)nc4ccncc43)c(C)o2)cc1OC	-8%	.	-25%	-7%	?	-8%	-12%	1%	-6%
Cc1cccc2sc(NC(=O)CCn3cccc3)nc12	15%	-1%	.	-21%	50µM*	-9%	111%[activator]	-7%	-17%
CCOc1ccc(NC(=O)NCCCSC2CCCCC2)cc1	1%	-6%	-23%	?	-3%[59 µM]	-12%	5%	0%	-1%
COc1ccc(OC)c(NC(=O)Cn2nc3c(cc2=O)CCCC3)c1	25%	.	-5%	-2%	-42%[59 µM]	-6%	20%	-4%	-16%
CCOC(=O)N1CCN(c2cc(N(C)CCO)c([N+](=O)[O-])c3nonc23)CC1	5%	8%	-18%	-13%	?	1%	56%[activator]	-6%	3%[60.1 µM]
CCOC(=O)c1cnc(-n2nc(C)cc2C)nc1N1CCOCC1	-2%	-3%	14%	-6%	79µM*	-5%	33%[activator]	3%	-22%
N#Cc1ccccc1Sc1ccccc1C(=O)OCc1nnc(-c2ccccc2)o1	-19%	-3%	-2%	?	8%[12.7 µM]	-3%	5%	-6%	-22%
O=C(NCCc1ccccc1)c1ccc2nc3cc(Cl)ccc3c(=O)n2c1	2%	27%	5%	-5%	16%	-5%	1%	-4%	-17%
COc1ccc(C(=O)N2CCN(c3ccc(NC(=O)c4cccnc4)cc3)CC2)cc1	31%	2%	-12%	-7%	.	-19%	?	-6%	-5%
CCOC(=O)[C@H]1[C@H]2COc3ccc(C)cc3[C@@H]2N2C(=O)c3cc(F)ccc3NC(=O)[C@@]12C	.	21%	0%	.	-4%[2.33 µM]	-20%	18%	.	0%

Record cards (already shown). Values in the order: Pol beta inh	APE1 inh	BAZ2B block	Anesthetic bind	G9a inh	Pol eta inh	Pol iota inh	BLM inh	Pol kappa inh
COc1ccc(N/C=C(\C#N)S(=O)(=O)c2ccc(OC)cc2)cc1 across the screens: 50%	-12%	-2%	-3%	16%	-12%	99%[activator]	-6%	-4%
CCOc1ccc(NC(=O)NCCCSC2CCCCC2)cc1 across the screens: 1%	-6%	-23%	?	-3%[59 µM]	-12%	5%	0%	-1%

More compounds:
SMILES	Pol beta inh	APE1 inh	BAZ2B block	Anesthetic bind	G9a inh	Pol eta inh	Pol iota inh	BLM inh	Pol kappa inh
CC(=O)c1ccc(NC(=O)Nc2ccc(Br)cc2C)cc1	0%	0%	-8%	-5%	1%	-2%	-4%	-3%	3%
CCn1c(SCc2ccc(Cl)c(Cl)c2)nnc1C(C)NC(=O)c1ccc(OC)cc1 (stereo not drawn)	-1%	0%	?	4%	22%[59 µM]	-5%	13%	-1%	-16%
O=C(NC(=S)N1CCCc2ccccc21)c1ccc(Br)cc1	24%[57.1 µM]	-1%	-32%	-2%	45µM*	-10%	31%	-5%	-24%
COc1cccc(NC(=O)C(=O)NCCc2ccc(F)cc2)c1	2%	-6%	1%	0%	20%	-14%	68%[activator]	0%	4%
CCNc1ncc2nc(-c3ccc(F)cc3)c(=O)n(C[C@H]3CCCO3)c2n1	.	-2%	.	.	10%[0.501 µM]	.	.	-6%	0%[60.1 µM]
S=c1nc(-c2ccccc2)c(-c2ccccc2)n[nH]1	-1%	2%	-29%	5%	?	1%	34%[activator]	-1%	17%
COc1ccc2occ(C(=O)c3coc4ccc(O)c(CN(C)C)c34)c2c1	?	?	-21%	?	-42%[59 µM]	-15%	18%	105%[activator]	-8%
COC(=O)c1ccc(N2CCN(c3ccccc3)CC2)c(N)c1	3%	31%	0%	2%	7%[2.33 µM]	-22%	-7%	-1%	4%
CC(C)n1cnc2c(oc3ccccc32)c1=O	-4%	10%	20%	-11%	3%	-16%	150%[activator]	-1%	-3%
CC1(C)NC(=O)N(CC(O)COc2ccc(-c3ccccc3)cc2)C1=O (stereo not drawn)	-19%	15%	-5%	2%	?	7%	4%	-6%	-4%
Cc1ccccc1CSc1nsc(N)n1	16%	16%	8%	?	-24%[12.7 µM]	-18%	12%	-4%	-5%
[O-]/C(=C(\C(=S)NCc1ccccc1)[n+]1ccccc1)c1ccc(Cl)cc1	-3%	8%	-36%	-16%	22µM*	4%	30%[activator]	-13%	-8%
Cc1cc(=O)nc2c3ccccc3n(CC(=O)NCCCN3CCCC3=O)n12	18%	-11%	-9%	-6%	.	14%	7%	1%	-23%
Cc1ccc(C(=O)c2nocc2C(=O)c2cccs2)cc1	27%	-3%	-3%	-17%	2%[59 µM]	-5%	3%	2%	-12%
COc1ccc(C(=O)N2CC(=O)Nc3ccccc32)cc1S(=O)(=O)N1CCCC1	1%	-4%	-9%	-7%	-5%	-16%	13%	-3%	-1%
Cc1ccccc1OC(=O)CSc1nnc(-c2cccs2)o1	-9%	.	-15%	0%	?	-18%	24%	-7%	-3%
COCCCn1ccc(O)c(Cc2ccc(F)cc2)c1=O	19%	-2%	11%	-9%	-5%	-11%	25%	0%	-4%
COC(=O)c1cc([N+](=O)[O-])ccc1N1CCN(Cc2ccccc2)CC1	2%	6%	?	-9%	?	-14%	-1%	1%	-12%
CCCC(=O)NCCc1cc2ccc(OC)cc2[nH]c1=O	-21%	2%	-1%	-11%	0%[59 µM]	0%	-24%	1%	-2%
CN(C)CCCn1c(=O)n(CCc2ccccc2)c(=O)c2c3c(sc21)CCCCC3	-2%	3%	?	-13%	-79%	-7%	?	3%	-3%
Cc1ccc(CNC(=O)C2CCC(=O)N(CCCN3CCOCC3)C2)cc1 (stereo not drawn)	1%	57%[activator]	22%	-2%	?	-15%	5%	-6%	1%
COc1ccccc1C(=O)O/N=C1/CCCc2c1ccc(OC)c2[N+](=O)[O-]	27%	-3%	0%	-8%	50µM*	0%	14%	-1%	-11%
O=C(COc1ccccc1)NNc1nc2ccccc2s1	-26%	-2%	5%	7%	.	3%	15%	-3%	-7%
COc1ccc(N2CCN(S(=O)(=O)c3cc(Br)cnc3N)CC2)cc1	29%	-8%	-5%	33%[activator]	.	0%	47%[activator]	-10%	-6%
CCOc1ccc(NC(=O)CN2CCN(C(=O)C3CCCO3)CC2)cc1 (stereo not drawn)	22%	31%	-4%	-2%	11%	-18%	30%	2%	4%
O=C(NCC(=O)N(c1ccc(F)cc1)C(C(=O)NC1CCCC1)c1cccnc1)c1ccco1 (stereo not drawn)	32%	76%[activator]	3%	-6%	2%	-20%	42%[activator]	-4%	3%
Cc1csc(C)[n+]1CC(=O)c1ccccc1	-11%	9%	12%	-7%	-7%[0.501 µM]	-19%	80%[activator]	3%	0%
COc1cc2c(cc1OC)/C(=C/c1ccc(Br)cc1)C(=O)OC2	-2%	0%	-34%	-12%	-13%	?	?	-7%	0%
S=C(NCc1cccnc1)NCc1cccnc1	-11%	4%	17%	0%	-2%	-24%	139%[activator]	2%	-8%
O=C(COC(=O)CCCc1nc2ccccc2s1)Nc1ncc(Cl)cc1Cl	40µM*	-3%	?	-14%	?	?	96%[activator]	-14%	0%
C[C@H]1CN=C(N(C)C)N1CCC1CCCC1	.	34%	7%	.	3%[2.33 µM]	-8%	-36%	.	3%
C=CCn1c(SCC(=O)N2CCOCC2)nc2ccccc2c1=O	18%	56%	-16%	1%	39%[activator]	-11%	-11%	1%	13%
COc1ccc(CCNC(=O)c2cc3c(=O)n4ccccc4nc3n(Cc3ccco3)c2=N)cc1OC	-29%	3%	-23%	-14%	?	?	7%	12%	0%
Cc1cc(C(=O)COc2ccc(F)cc2Br)c(C)n1C	9%	11%	?	-9%	5%	-16%	-22%	-1%	-21%
O=C(CN1CCN(S(=O)(=O)c2ccc3ccccc3c2)CC1)Nc1ccc(N2CCOCC2)cc1	1%[57.1 µM]	-10%	-38%	0%	40µM*	-3%	-1%	-4%	-1%
O=C(CCCNC(=O)c1ccc(Cl)cc1)Nc1cccc(F)c1	2%	5%	-32%	-2%	-29%	2%	12%	1%	-12%
CCn1cc(C(=O)N2CCc3ccccc32)c(=O)c2cc(S(=O)(=O)N3CC(C)CC(C)C3)ccc21 (stereo not drawn)	5%	-8%	-8%	-8%	?	-20%	6%	-8%	-16%
CC1CCc2sc3ncnc(N4CCN(CCO)CC4)c3c2C1 (stereo not drawn)	64%	-7%	-7%	-6%	-9%[0.501 µM]	-5%	13%	-8%	-1%
Cc1ccc2nc(=O)c(NNc3ccccc3)cnc2c1	0%	2%	-11%	-16%	6%	-16%	72%&22%[activator]	-9%	3%&-6%
CN(C)CCN(C(=O)C1CCN(S(=O)(=O)c2cccs2)CC1)c1nc2ccc(F)cc2s1	.	0%	?	.	28µM*	-23%	-14%	.	-3%
COc1ccc(Nc2ccc3cc(S(=O)(=O)N4CCCC4)ccc3n2)cc1Cl	?	.	2%	.	19%[59 µM]	-14%	4%	-12%	-13%
CCCCN(c1ccccc1)c1ncnc(N)c1[N+](=O)[O-]	32%	12%	0%	-10%	.	-13%	47%[activator]	1%	-6%
CC(C)[C@H](NC(=O)c1ccc(C(C)(C)C)cc1)C(=O)N1CCN(Cc2ccc3c(c2)OCO3)CC1	.	-13%	.	.	.	-4%	18%	.	-7%
